SMARCA2 activ – activators of SMARCA2 function | MG213 cells, MMTV-luciferase reporter, dexamethasone, overnight | 370,000 compounds, 1% hits | activation, % at 9.1 µM | AID 652017; in the data active means activation above about 7.8%;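 further: 0% = vehicle wells and 100% = reference activator wells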
hcDAF-12 act – activators of H. contortus DAF-12 nuclear receptor | HEK293 hcDAF-12 lit1-tk-luc reporter, luminescence; 0% DMSO, 100% Δ7-dafachronic acid | activation, % at 6.8 µM | 370,000 compounds, 1.4% hits;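 active means activation above the mean of all tested compounds plus 3 SD, cut at about 5.5% in these data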;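 further: 100% = response to 3 µM Δ7-dafachronic acid high control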
ADAM10 inh – ADAM10 inhibition, QFRET primary screen; O14672; recombinant ADAM10, EDANS/DABCYL FRET peptide cleavage, 3 h; inhibition, % at 7 µM; 370,000 compounds, 0.62% hits;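 active means inhibition above a per-campaign cutoff equal to the mean of compounds falling between control-based bounds plus 3 SD, cut at about 20% in these data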;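 further: 0% = DMSO wells while the 100% control is not disclosed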
HGIII-sPLA2 inh – Inhibits HGIII-sPLA2 liposome hydrolysis, primary screen; Q9NZ20; 370,000 compounds, 0.56% hits; inhibition, % at 12.2 µM; AID 743126; QFRET BODIPY PC-A2 liposome hydrolysis, fluorescence;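 active means inhibition above mean plus 3 SD of compounds lying within the high and low control bounds, cut at about 19% in these data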;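 further: 0% = median of test compound wells and 100% = no enzyme DMSO wells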
Target sequence (Q9NZ20 whole entry, looked up): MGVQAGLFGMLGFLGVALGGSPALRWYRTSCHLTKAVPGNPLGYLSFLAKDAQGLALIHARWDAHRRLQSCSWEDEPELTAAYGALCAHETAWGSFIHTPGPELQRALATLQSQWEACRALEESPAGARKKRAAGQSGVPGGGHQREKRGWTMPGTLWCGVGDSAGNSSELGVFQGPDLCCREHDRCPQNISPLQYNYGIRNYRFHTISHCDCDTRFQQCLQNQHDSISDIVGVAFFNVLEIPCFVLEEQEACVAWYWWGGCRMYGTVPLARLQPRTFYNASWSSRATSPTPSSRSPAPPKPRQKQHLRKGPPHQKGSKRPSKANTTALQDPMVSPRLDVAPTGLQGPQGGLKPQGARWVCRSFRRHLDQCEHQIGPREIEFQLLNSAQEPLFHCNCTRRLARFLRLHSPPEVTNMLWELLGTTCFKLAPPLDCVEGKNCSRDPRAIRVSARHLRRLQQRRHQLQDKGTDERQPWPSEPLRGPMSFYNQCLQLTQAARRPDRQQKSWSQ
DAX1 inh-1 – DAX1 (NR0B1) inhibition, primary screen; HEK293T StAR-luciferase reporter, SF-1/DAX-1 repression relief; inhibition, % at 6.8 µM; 370,000 compounds, 1.1% hits; AID 652010;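 active means inhibition above the mean over all tested compounds plus 3 SD, cut at about 3.6% in these data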;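 further: 0% = DAX-1 cells with DMSO and 100% = cells lacking DAX-1 with DMSO; higher inhibition means more luminescence from relief of DAX-1 repression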
ssDAF-12 act – activators of S. stercoralis DAF-12 nuclear receptor; HEK293 ssDAF-12/GRIP1 lit1-tk-luc reporter, luminescence; % of 3 µM dafachronic acid response; 370,000 compounds, 1% hits; AID 652126; activation, % at 6.8 µM;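 active means activation above the mean over all tested compounds plus 3 SD, cut at about 0.9% in these data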;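 further: 0% = DMSO-only wells and 100% = 3 µM delta7-dafachronic acid wells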
NPR2 activator – GC-B (human) receptor activation; P20594; HEK293-GC-B cells, CNP EC30, cGMP TR-FRET; 0% at EC30 CNP, 100% saturating CNP; activation, % at 10 µM; 370,000 compounds, 0.11% hits; AID 1920062;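 active means activation at 10 µM reaching about 35% in either raw or pattern-adjusted values, limit read from the data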
FXN GAA850 act – increases GAA850 frataxin promoter reporter activity. 360,000 compounds, 0.56% hits. HEK293 lucGAA850 FXN promoter luciferase reporter, 24 h; percent of 10 µM SAHA response. AID 540364. activation, % at 6 µM;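 active means activation above the average of all compounds screened plus 3 SD, cutoff fixed separately per campaign, cut at about 7.5% in these data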;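 further: 0% = DMSO wells and 100% = 10 µM SAHA wells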
hgDAF-12 ag – hgDAF-12 agonism, primary luciferase screen; HEK293 GAL4-hgDAF12 UAS-luciferase reporter, agonist luminescence; normalized to butyrate control; activation, % at 6.8 µM; 370,000 compounds, 1.8% hits; AID 687014;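 active means activation above a cutoff set at the mean of all screened compounds plus 3 SD, cut at about 10% in these data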;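 further: 0% = DMSO wells and 100% = sodium butyrate wells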
NPR1 activator – GC-A (human) enzyme activation; activation, % at 10 µM; P16066; 370,000 compounds, 0.14% hits; HEK293 GC-A cells, cGMP TR-FRET, EC30 ANP; 0% at EC30 ANP, 100% saturating ANP; in the data active means activation above about 40%
DAX1 inh-2 – inhibitors of human orphan nuclear receptor DAX1 (NR0B1); P51843; HEK293 Gal4-DAX1 luciferase reporter, luminescence; inhibition, % at 6.75 µM; 340,000 compounds, 0.99% hits; AID 504766;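 active means inhibition above the mean over all tested compounds plus 3 SD, cut at about 4.2% in these data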;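 further: 0% = DAX1-transfected cells with DMSO and 100% = empty-vector control cells with DMSO; inhibition shows as a rise in luminescence from relieved DAX1 repression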
Target sequence (P51843 207-470 limits assumed): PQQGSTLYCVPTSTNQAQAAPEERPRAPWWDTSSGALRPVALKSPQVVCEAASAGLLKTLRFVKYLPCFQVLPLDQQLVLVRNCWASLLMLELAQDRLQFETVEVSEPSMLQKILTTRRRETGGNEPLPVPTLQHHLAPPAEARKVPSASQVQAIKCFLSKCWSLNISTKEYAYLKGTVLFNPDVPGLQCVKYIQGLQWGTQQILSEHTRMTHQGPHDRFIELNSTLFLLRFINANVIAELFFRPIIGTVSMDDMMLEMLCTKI
* marks the source's active call; other numbers are inactive results; nt = no result given.

#	Structure	SMARCA2 activ	hcDAF-12 act	ADAM10 inh	HGIII-sPLA2 inh	DAX1 inh-1	ssDAF-12 act	NPR2 activator	FXN GAA850 act	hgDAF-12 ag	NPR1 activator	DAX1 inh-2
1	Cc1cc2c(=O)n(C)c(SCC(=O)c3cc4ccccc4o3)nc2s1	0.1	2.9	5.7	-10.0	0.0	-0.9	-4.1	-2.8	-2.9	-2.0	-1.0
2	CC(C)OC(=O)c1nnc(-c2ccccc2)nc1OC(C)C	1.7	2.7	-2.8	1.2	0.0	0.5	-5.4	2.0	2.4	0.0	-0.3
3	Cc1ccc(-c2[nH]ncc2/C=C(\C#N)C(=O)NC2CCCCC2)cc1	-2.1	-3.2	1.8	-19.1	-0.9	-1.2	-0.6	-1.4	-3.9	-7.9	-1.4
4	COc1cccc(/C=C2\SC(=S)N(CCCC(=O)N3CCCCC3CCO)C2=O)c1 (configuration not stated)	-5.0	-5.4	6.6	-11.1	-1.9	-1.9	4.3	-7.8	-7.9	-0.6	0.4
5	CN=C1c2cc3cc(OC)ccc3n2CCN1C	-3.3	0.4	-18.8	4.9	-0.2	-0.5	-3.5	-2.2	-1.9	3.6	-0.4
6	COc1ccc(CCNC(=O)c2ccc(CSc3ccc(Cl)cc3)o2)cc1OC	-3.6	-4.0	-0.5	-9.8	-3.7	-2.2	-5.5	nt	-6.3	1.2	nt
7	CC(=O)c1c(O)c(C)c(O)c2c1OC1=Cc3c(c(C)nn3C)C(=O)C12C (configuration not stated)	-2.9	-0.5	-1.1	2.6	0.3	-0.4	-10.7	1.2	0.3	-19.9	0.8
8	COc1ccc(CNS(=O)(=O)c2c(C)[nH]c(C)c2C(=O)N2CCCCC2)cc1	-1.4	-1.0	5.3	4.6	0.6	-1.1	2.1	0.5	1.0	1.6	2.2
9	COc1ccccc1N(CC(=O)NCCc1ccccc1)S(C)(=O)=O	-1.7	-1.7	1.0	3.2	0.6	-1.6	5.8	-0.3	-1.8	3.4	-0.9
10	Cc1ccc(NC(=O)C2CCCN(S(=O)(=O)c3cnc[nH]3)C2)cc1F (configuration not stated)	0.6	-2.5	1.1	-19.6	-0.4	-1.6	-9.7	-1.8	-1.8	-3.0	1.2

#	Structure	SMARCA2 activ	hcDAF-12 act	ADAM10 inh	HGIII-sPLA2 inh	DAX1 inh-1	ssDAF-12 act	NPR2 activator	FXN GAA850 act	hgDAF-12 ag	NPR1 activator	DAX1 inh-2
11	O=C(NCCCN1CCOCC1)C1CC(=O)N(CCc2ccccc2)C1 (configuration not stated)	-1.1	-2.1	-6.8	1.0	1.0	-1.5	9.0	-0.5	-0.2	0.9	0.1
12	O=C(COC(=O)c1ccc(Cl)cc1Cl)Nc1cccc(S(=O)(=O)NC2=NCCC2)c1	-2.3	-1.6	-14.1	-32.9	-0.2	-0.7	-6.5	-0.7	-3.8	4.0	-0.1
13	CN(Cc1ccccc1)C(=O)CCCn1c(=O)c2cccn2c2cccnc21	-1.0	-1.7	-17.7	-3.2	-0.4	-1.6	-6.0	-0.4	-0.4	-3.1	-0.2
14	CCCCCCCNC1=CC(=O)CC(c2ccco2)C1 (configuration not stated)	3.0	-0.7	0.1	4.4	-0.5	-1.3	-4.4	1.6	-0.6	4.5	-0.3
15	Cc1ccc(NC(=O)CSc2cccc[n+]2[O-])c([N+](=O)[O-])c1	8.4*	0.8	5.1	3.8	-0.4	-1.6	1.4	1.9	-2.8	-2.0	0.9
16	O=C(NCc1ccccc1)c1cc(C2CCCCN2C(=O)CCCc2ccccc2)on1 (configuration not stated)	-1.1	-1.7	5.8	-7.5	0.6	-1.7	1.8	-1.2	0.1	0.0	nt
17	Cc1c(-c2nc(N)nc(Nc3ccc(F)cc3)n2)oc2ccccc12	4.4	2.2	-25.1	-14.5	2.2	0.4	-13.8	9.8*	6.9	-3.5	2.2
18	COc1ccc(NC(=O)CSc2nnc(CC(=O)Nc3ccc(F)cc3)n2C)cc1	-0.7	-0.7	9.8	-2.7	0.0	-0.8	-4.4	0.2	1.8	-4.0	3.0
19	CCN(CCn1cccn1)C(=O)CCc1nnc(CCc2ccccc2OC)o1	-1.9	0.4	-4.1	2.3	-0.3	-0.9	3.3	3.0	-0.5	0.5	-0.3
20	Cc1ccc(OCc2nc(-c3ccccn3)no2)c(Br)c1	2.8	5.5	5.2	-7.5	3.4	0.0	-4.7	-3.9	2.4	4.4	-2.0

#	Structure	SMARCA2 activ	hcDAF-12 act	ADAM10 inh	HGIII-sPLA2 inh	DAX1 inh-1	ssDAF-12 act	NPR2 activator	FXN GAA850 act	hgDAF-12 ag	NPR1 activator	DAX1 inh-2
21	CCn1ccnc1CN(C)C(=O)CC1C(=O)NCCN1Cc1c(F)cccc1Cl (configuration not stated)	-0.8	0.4	2.3	4.1	-0.5	-1.4	2.6	-0.8	0.1	0.2	-0.2
22	O=c1c2cc([N+](=O)[O-])ccc2nc2n1CCC2	-2.7	-0.4	-7.7	7.7	0.1	-0.8	1.6	3.0	-3.0	3.2	2.2
23	CNC(=O)CN(c1ccc(C23CC4CC(CC(C4)C2)C3)cc1)S(C)(=O)=O	-2.9	-2.4	5.4	-5.5	0.3	-1.5	0.5	7.6*	-2.2	2.3	0.5
24	COc1ccccc1NC1=C(Cl)C(=O)OC1OC(=O)c1ccco1 (configuration not stated)	-2.0	0.7	-10.6	0.1	0.1	-0.1	-2.4	1.6	0.0	0.4	-0.1
25	COc1ccc(C=NNC(=O)c2ccccc2NS(=O)(=O)c2cccs2)cc1O	3.9	0.2	-19.6	-20.9	1.7	-1.2	-2.8	0.0	0.8	-1.8	-0.2
26	O=C(C[n+]1cc(Br)cc2ccccc21)c1ccccc1	-1.4	3.2	-14.1	-16.9	-0.3	-0.3	1.1	2.5	0.5	-1.8	-0.2
27	C=CCN1C(=NC(=O)CCC(=O)O)SC2CS(=O)(=O)CC21 (configuration not stated)	-1.7	-0.8	-7.8	-3.5	-0.2	-1.0	-1.9	0.2	1.5	5.2	-0.3
28	O=C(COC(=O)c1n[nH]c(=O)c2ccccc12)c1ccccc1	-0.5	-0.8	12.9	-1.6	0.3	-0.9	-8.5	0.3	-2.4	0.8	-0.5
29	Nc1c(NCc2ccccc2)c(=O)c1=O	-1.6	-1.7	3.2	-1.2	0.0	-1.5	4.0	2.8	-2.0	-2.4	nt
30	CCc1ccc(N2CC(C(=O)Nc3ccc(S(=O)(=O)Nc4nccs4)cc3)CC2=O)cc1 (configuration not stated)	-1.0	-2.3	-2.0	-51.7	-0.3	-0.8	-1.4	0.5	0.8	-2.4	0.1

#	Structure	SMARCA2 activ	hcDAF-12 act	ADAM10 inh	HGIII-sPLA2 inh	DAX1 inh-1	ssDAF-12 act	NPR2 activator	FXN GAA850 act	hgDAF-12 ag	NPR1 activator	DAX1 inh-2
31	Cc1cc(C(=O)COC(=O)c2ccc[nH]c2=O)c(C)n1C1CC1	1.1	0.2	-10.3	-4.4	0.1	-0.9	-4.3	-1.7	2.2	-2.0	2.0
32	O=C1CCN(Cc2nc(-c3ccc(Cl)cc3)no2)CCN1	-1.9	1.3	-0.3	-5.3	-1.2	-1.2	-0.3	2.0	-3.2	1.5	-1.2
33	O=C(CSc1nc2ccccc2c(=O)n1CCCO)NC1CC1	-1.9	-0.7	-9.1	7.2	-0.7	-0.8	9.4	0.9	-2.1	-2.1	-0.2
34	CCCC(=O)N/C(N)=N/c1nc(C)c2ccccc2n1	-3.6	3.6	-21.9	19.0	0.2	-0.3	-7.6	1.4	1.5	8.7	0.6
35	O=C(Nc1ccc(S(=O)(=O)Nc2ncccn2)cc1)C12CC3CC(CC(Cl)(C3)C1)C2	-2.8	-1.1	-18.2	-10.7	0.1	-0.9	2.3	-0.6	-1.8	0.7	-0.7
36	Cc1ccc(-c2cc(C(=O)Nc3nccs3)c3ccccc3n2)o1	6.0	2.6	6.0	-11.5	-0.5	-1.0	4.7	-0.8	-1.3	14.2	-1.9
37	CCc1ccc(NC(=O)C2(C)Cc3ccccc3C(=O)O2)cc1 (configuration not stated)	3.2	2.0	4.0	-4.6	1.0	-0.7	-2.0	0.7	4.2	0.3	1.1
38	CC(C)Nc1nc(NC(C)(C)C)nc(Oc2ccc(=O)n(C)n2)n1	-3.9	1.1	-5.5	0.2	-0.2	-1.3	5.1	2.1	0.3	1.4	0.6
39	CC(C)CC(NC(=O)C(NC(=O)C(Cc1ccc(OCc2ccccc2)cc1)NC(=O)OC(C)(C)C)C(C)C)C(N)=O (configuration not stated)	2.1	-0.2	9.2	-2.9	0.2	-1.4	5.4	1.2	0.8	1.9	-0.5
40	COc1ccc(C(c2sc3nc(C)nn3c2O)N2CC(C)OC(C)C2)cc1OC (configuration not stated)	4.3	-0.5	-8.4	2.8	0.7	-0.3	-0.1	-0.4	3.0	-0.6	0.3

#	Structure	SMARCA2 activ	hcDAF-12 act	ADAM10 inh	HGIII-sPLA2 inh	DAX1 inh-1	ssDAF-12 act	NPR2 activator	FXN GAA850 act	hgDAF-12 ag	NPR1 activator	DAX1 inh-2
41	CC(C)=CC(=O)OCC(=O)Nc1ncc(Cl)c(C)c1Cl	-2.6	-1.7	13.1	-1.6	0.2	-0.7	-1.1	0.6	0.2	-1.9	0.5
42	Cc1cc(C(=O)Cn2cnc3cc(F)ccc3c2=O)c(C)n1C1CC1	7.0	0.9	1.6	0.6	1.7	-0.4	2.8	0.5	-0.5	2.7	0.6
43	CC(C)(C)NC(=O)c1nn2c(C(F)(F)F)cc(-c3ccccc3)nc2c1Br	0.3	4.5	3.5	3.6	-0.2	-0.8	3.8	-0.1	-0.2	2.0	-0.6
44	CCOc1cccc(C(=O)N/N=C/c2ccoc2)c1	1.7	-1.1	-3.0	1.5	-0.4	-0.8	-2.8	4.5	1.6	2.5	0.4
45	CCOc1cccc2sc(N(CCN(C)C)C(=O)CCS(=O)(=O)c3ccccc3)nc12	-1.9	-1.0	-0.8	4.3	1.7	-1.1	3.8	1.5	1.5	-6.5	-0.4
46	O=C(CSC1=Nc2ccccc2C2CC=NN12)Nc1ccc2c(c1)OCO2 (configuration not stated)	1.6	0.8	17.2	2.5	0.0	-0.9	-2.1	3.0	3.1	6.7	0.7
47	Cc1ccccc1-c1cc2nc(NCc3ccc4occc4c3)n(C)c(=O)c2s1	-0.6	-1.6	-5.8	-1.5	0.8	-1.1	4.0	1.1	1.1	-6.0	nt
